From PubChem
bovine MsrA act = activators of bovine methionine sulfoxide reductase A; purified bovine MsrA, absorbance read-out; activation, % at 10.6 µM; actives 0.3% (n = 360,000); AID 602163; in the data active means activation above about 7.5%;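 further: 0% = vehicle and 100% = reference activator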
MT1-MMP act inh = blocks activation of human MT1-MMP; P50281; HT1080 RFP-PRO-GFP cells, GFP/RFP ratio fluorescence, overnight; percent of plate control window, DMSO zero; GFP/RFP ratio change, % at 20 µM; actives 0.061% (n = 360,000);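 active means GFP/RFP ratio change of at least 30% with cell ATP level not reduced by more than half and red fluorescence within 50% of control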; further: strong numbers were not always called active
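Assay system – RFP-PRO-GFP reporter HT1080 cells · Compound dosing – single dose of 20 µM compound, 1% DMSO final · Incubation – overnight compound exposure at 37 °C · Measure – GFP/RFP fluorescence ratio · Benchmarks – DMSO wells and RFP-L50D-GFP cells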
FAS TE block = FAS thioesterase (human) inhibition; recombinant FAS-TE, OMFH fluorogenic substrate, fluorescence endpoint; P49327; AID 602261; inhibition, % at 15 µM; actives 0.67% (n = 360,000);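 active means compounds whose normalised, plate-corrected inhibition of enzyme fluorescence in the single-dose primary screen is 50% or more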;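 further: 0% = DMSO with enzyme and 100% = substrate without enzyme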
Rin1-Abl PPI inh = blocks binding of human Rin1 to Abl; TR-FRET Rin1/Abl binding, biochemical; P00519+Q13671; actives 0.4% (n = 360,000); inhibition, % at 7.35 µM; AID 588664; in the data active means inhibition above about 5%, passing the limit was not always enough
SKN-1 block = blocks SKN-1 activity in C. elegans. C. elegans VP596 Pgst-4::GFP/RFP ratio, acrylamide-induced, 24 h. inhibition, % at 21.8 µM. actives 0.49% (n = 360,000);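 active means interference check ratio from 0.5 to 1.5 plus GFP to RFP signal ratio inhibition reaching or exceeding a fixed threshold, cut at about 30% in these data, passing the limit was not always enough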; further: some compounds called inactive have numbers as strong as hits
MLLE-PAM2 inh = inhibitors of microRNA-mediated deadenylation, human PABP1 MLLE binding; P11940; AID 588489; inhibition, % at 20 µM; GST-MLLE / FITC-PAM2 fluorescence polarization; actives 0.36% (n = 360,000); in the data active means inhibition above about 35%, passing the limit was not always enough;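 further: plate controls were DMSO wells with GST-MLLE for no effect and wells lacking GST-MLLE protein for full effect; some results filed as inactive read as strong as hits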
eLon inh = inhibitors of E. coli Lon protease. AID 602123. actives 0.42% (n = 360,000). purified E. coli Lon protease, fluorescence polarization. P0A9M0. inhibition, % at 7.94 µM; in the data active means inhibition above about 13%, passing the limit was not always enough;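 further: 0% = enzyme with probe and DMSO and 100% = no enzyme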
NRP1-CendR mod = alters CendR peptide binding to human NRP-1. O14786. FAM-RPARPAR peptide binding to NRP-1, fluorescence polarization. inhibition, % at 25 µM. actives 0.85% (n = 360,000);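 active means inhibition or corrected inhibition above about 18%, plus a signal ratio from 0.5 to 1.5, limit read from the data, passing the limit was not always enough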; further: strong numbers were not always called active
Neddyl block = cullin neddylation inhibition; P61081+Q13564; TR-FRET cullin neddylation, biochemical; calls only at 25 µM; actives 0.58% (n = 360,000); AID 651699; in the data active means inhibition above about 36%
Active calls of the source: *; i = inactive; x = no result given; + = active, no number.

The opening five entries as a preview:
smiles	MT1-MMP act inh	Neddyl block	bovine MsrA act	FAS TE block	SKN-1 block	Rin1-Abl PPI inh	NRP1-CendR mod	MLLE-PAM2 inh	eLon inh
CN1C(=O)C(O)(CC(=O)c2cccnc2)c2ccccc21 (configuration not stated)	0	i	0	-4	-1	-3	2	1	-5
CN(C)N=Nc1ccc(S(N)(=O)=O)cc1	2	i	-2	-7	0	-7	7	5	-6
Cc1ccc(CNC(=O)CSc2nc3n[nH]c(C)c3c(=N)n2-c2cccc(C)c2)cc1	14	i	-6	-5	7	-3	-13	-10	6
CS(=O)(=O)c1ccc(Cl)c(NC(=O)C2CC(=O)N(Cc3ccccc3)C2)c1 (configuration not stated)	2	i	-2	-1	6	-1	-3	2	-4
CN1CCN(c2ccc(CNS(=O)(=O)Cc3cccc(C(F)(F)F)c3)cc2)CC1	-8	i	-1	-6	1	4	-2	1	10

The whole of this part, from the first entry:
smiles	MT1-MMP act inh	Neddyl block	bovine MsrA act	FAS TE block	SKN-1 block	Rin1-Abl PPI inh	NRP1-CendR mod	MLLE-PAM2 inh	eLon inh
CN1C(=O)C(O)(CC(=O)c2cccnc2)c2ccccc21 (configuration not stated)	0	i	0	-4	-1	-3	2	1	-5
CN(C)N=Nc1ccc(S(N)(=O)=O)cc1	2	i	-2	-7	0	-7	7	5	-6
Cc1ccc(CNC(=O)CSc2nc3n[nH]c(C)c3c(=N)n2-c2cccc(C)c2)cc1	14	i	-6	-5	7	-3	-13	-10	6
CS(=O)(=O)c1ccc(Cl)c(NC(=O)C2CC(=O)N(Cc3ccccc3)C2)c1 (configuration not stated)	2	i	-2	-1	6	-1	-3	2	-4
CN1CCN(c2ccc(CNS(=O)(=O)Cc3cccc(C(F)(F)F)c3)cc2)CC1	-8	i	-1	-6	1	4	-2	1	10
C=C1CCC[C@]2(C)C[C@H]3OC(=O)C(CN(Cc4ccc(OC)c(OC)c4)CC(C)O)[C@H]3CC12 (some centres not stated)	-9	i	-2	3	-12	-2	-2	-8	-1
CC(C)Oc1cccc(C(=O)C2CCCN(Cc3cccn3-c3cccnc3)C2)c1 (configuration not stated)	0	i	-8	13	-8	-4	-10	7	3
Cc1ccc(/C=N/NC(=O)CCCOc2ccc(Cl)cc2Cl)cc1	-4	i	-2	8	0	-5	-1	-10	-9
Cn1c(CCc2ccc(N)cc2)nc2ccccc21	-1	i	-3	1	-3	2	-8	2	1
COc1ccc(N2CCN(C(=O)c3cc(C)oc3C)CC2)cc1	-3	i	-5	-4	8	3	16	-1	-2
Cc1cc(Cl)c(OCCCNCc2ccccc2)c(Br)c1	-14	i	-1	1	-6	0	-4	12	-11
CCCSc1nnc(Sc2nnnn2-c2ccccc2)s1	16	i	-10	2	-15	-1	8	-9	3
Cc1cc(C)c2cc(C#N)c(SCC(=O)Nc3cc(C)on3)nc2c1	-49	i	-3	-2	5	-2	-24	-13	-6
COCCn1c(SCC(=O)Nc2nnc(C)s2)nnc1-c1cc2ccccc2cc1O	1	i	0	-2	-12	0	2	-13	0
Cc1ccc(NC(=O)c2cccc3c2-c2ccccc2C3=O)cc1C	2	i	-2	17	4	-5	-6	6	9
CCCCOC(=O)C1C2C=CC3(CN(CCc4ccccc4)C(=O)C13)O2 (configuration not stated)	-2	i	-3	-6	12	2	-2	3	0
O=S(=O)(NCC(c1cccnc1)N1CCN(c2ccc(F)cc2)CC1)c1ccccc1 (configuration not stated)	0	i	4	4	1	4	-2	-1	-4
Cc1ccccc1N1Cc2ccccc2C1	-2	i	-3	0	-2	-1	3	-3	2
O=S(=O)(c1ccc(Cl)cc1)N1CCN(Cc2cccnc2)CC1	-2	i	-2	-4	4	4	9	-1	-5
CCOC(=O)c1cc(OC(=O)c2ccccc2OC)n(-c2ccccc2)n1	-1	i	1	-7	2	3	-29	1	-4
CCN(CC)C(=O)[C@H]1CC(CC(=O)NCc2ccco2)C(=O)N2CCc3c([nH]c4ccc(OC)cc34)[C@]12C (some centres not stated)	1	i	-4	-7	-5	1	-4	18	-8
CCCC(=O)C1=C(O)C(C(=O)OC)C(C)(C)CC1=NCc1ccccc1 (configuration not stated)	-1	i	-2	7	7	1	11	0	-4
Clc1ccc(CNCCCSc2ncccn2)cc1	-5	i	-1	-5	3	-1	-10	14	6
CC(NC(=S)Nc1ccc(OC(F)F)cc1)c1ccc(F)cc1 (configuration not stated)	1	i	-2	16	3	0	2	-13	4
O=C1CCC(C(=O)Nc2cccc(Oc3ccccc3)c2)=NN1	3	i	-2	1	6	0	-3	-13	-6
CC(C)c1cc(C(=O)Nc2cccnc2)no1	0	i	-2	-9	6	-4	5	-7	-3
COc1cc(/C=C/C(=O)Nc2ccc(C(C)=O)cc2)cc(OC)c1OC	3	i	-16	-7	3	-4	8	5	0
Cn1c(=O)n(Cc2ccccc2)c2ccccc21	0	i	-1	-6	4	2	4	3	-2
Cc1ccc(N(C(=O)c2ccccn2)C(C(=O)NC2CCCCC2)c2ccncc2)cc1 (configuration not stated)	1	i	-1	-7	4	1	14	5	4
COc1ccc(C(=O)NC(=S)Nc2cccc3ncccc23)cc1[N+](=O)[O-]	2	i	-4	0	11	-6	13	15	-7
COc1ccc(NC(=O)CSc2n[nH]c(=O)n2Cc2ccccc2)cc1Cl	4	i	-9	1	-11	1	14	-14	2
CN(C(=O)c1ccc(NC(=O)Cc2cccc(NC(=O)C3CCCN(C(=O)CCc4ccccc4)C3)c2)cc1)C1CCCC1 (configuration not stated)	10	i	-13	6	-3	-2	18	-12	7
FC(F)(F)c1ccccc1-c1nc(-c2ccncc2)no1	-1	i	-3	6	13	1	4	8	-7
CCOc1ccc(/C=N/NC(=O)C(=O)N2CCCCCC2)c2ccccc12	1	i	-4	4	3	-2	-8	7	1
COc1cc(/C=N\NC(=O)CN2CCOCC2)ccc1OCC(=O)Nc1ccc(C)c(C)c1	-2	i	-4	-2	6	3	-3	-13	-13
O=C(CCN1C(=O)C2C3C=CC(C3)C2C1=O)Nc1ccccc1F (configuration not stated)	-6	i	0	-3	14	1	18	-7	-3
COc1ccc(N(C(C)C(=O)N2CCC(Cc3ccccc3)CC2)S(C)(=O)=O)cc1 (configuration not stated)	-5	i	-3	11	-4	-3	-7	-8	-1
O=C(Nc1cccc(-c2ccc(N3CCCCC3)nn2)c1)c1ccco1	-3	i	-1	-2	15	-5	3	-12	-8
COC(=O)CCC(=O)c1oc2ccc(Br)cc2c1N	-7	i	-17	-3	-31	-2	-3	8	6
COc1ccc(OC)c(C2C=C(C34CC5CC(CC(C5)C3)C4)NC(=S)N2)c1 (configuration not stated)	-13	i	-6	39	18	5	-6	-104	-2
CCCn1c(CCNc2nc(-c3ccc(OC)cc3)cs2)nc2ccccc21	0	i	-1	1	0	3	-6	-30	-2
O=C(NCCCn1ccnc1)C(=O)NC1CCCCC1	-2	i	-1	-3	0	-6	-2	-1	-1
CCCCN(CC)CCNS(=O)(=O)c1ccc2c(c1)oc(=O)n2C	-1	i	-10	-7	-11	-2	0	11	0
Cn1c(=O)c2c(nc(SCc3nn[nH]n3)n2Cc2ccccc2F)n(C)c1=O	-6	i	-4	-6	1	1	-18	-113	1
COc1ccc(CN(C2CCCC2)S(=O)(=O)c2ccc(-n3cnnn3)cc2)cc1	0	i	-10	26	-11	0	-16	7	-2
CCOC(=O)N1CCN(CC(=O)N2c3ccccc3Sc3ccccc32)CC1	-10	i	-1	1	11	0	0	-8	-13
CC(Sc1nnc(C2CC2)n1C1CC1)C(=O)NC1(C#N)CCCCC1 (configuration not stated)	12	i	-8	-7	-1	-1	3	-6	5
COc1ccc(C2/C=C\CN(C(=O)c3ccccc3)[C@H](Cc3ccccc3)C(=O)N2Cc2ccc(F)cc2)cc1 (some centres not stated)	-6	i	0	48	-20	4	-9	-13	3
COc1ccccc1OCC(=O)Nc1cc(S(=O)(=O)N2CCCCC2)ccc1N1CCCCC1	-14	i	-3	26	18	-2	-9	-11	5
N#CC1=C(N)Nc2nc3ccccc3n2C1c1ccc(Cl)cc1 (configuration not stated)	3	+	-4	-7	5	-1	-6	-8	0

(continued)
smiles	MT1-MMP act inh	Neddyl block	bovine MsrA act	FAS TE block	SKN-1 block	Rin1-Abl PPI inh	NRP1-CendR mod	MLLE-PAM2 inh	eLon inh
Cc1ccc(N(Cc2cc3ccccc3[nH]c2=O)C(=O)c2cccs2)cc1C	-7	i	-5	11	-2	-1	1	4	-10
COc1ccc(C(=O)NCC(=O)OCCCOC(=O)CNC(=O)c2ccc(OC)c(OC)c2)cc1OC	8	i	-2	-5	-3	-1	14	-61	2
Cc1ccc(S(=O)(=O)NCC(=O)NCc2ccncc2)cc1	1	i	-6	-6	-9	3	-11	13	-7
S=C(NC1CCCCC1)N(CCc1nc2ccccc2[nH]1)C1CCCC1	8	i	0	3	5	-2	2	4	3
Cc1ccc(S(=O)(=O)N2CCCC2CO)cc1 (configuration not stated)	-1	i	0	-6	-3	-1	1	-2	-11
O=C(Cn1cc2c(n1)CCCCC2)Nc1c(F)cc(F)cc1Br	-2	i	-9	-3	-10	1	14	-11	3
COc1ccc(OCC(O)CNC(=O)c2cccs2)cc1 (configuration not stated)	-6	i	-1	-2	-10	2	4	-6	3
Cc1cc(C)cc(Oc2cc(NC(=O)c3cn(C)nc3C)cc([N+](=O)[O-])c2)c1	9	i	-4	10	15	2	11	-7	4
COc1cc([N+](=O)[O-])ccc1NC(=O)CN1CCCC1	6	i	-7	-4	4	2	16	1	-12
O=C1c2ccccc2C(=O)N1CCCCN(C(=O)c1cccc([N+](=O)[O-])c1)c1ccc(Cl)cc1	-7	i	-1	34	-1	-6	3	0	0
O=C(Nc1cccnc1)c1c(O)c2cccc3c2n(c1=O)CC3	-5	i	0	-9	38*	1	11	17	2
O=C(Nc1ccc(F)cc1)C1CC(=O)n2cnnc2N1 (configuration not stated)	2	i	-4	-3	12	-3	-10	18	0
COc1ccc(CC(=O)OCC(=O)NC(=O)NC2CCCCC2)cc1	1	i	-9	-4	13	2	-7	2	-6
CCOC(=O)c1ccc(NS(=O)(=O)c2cc(-c3nnnn3C(C)C)ccc2OC)cc1	5	i	0	7	3	-2	0	-11	5
CC(C)c1onc(C(=O)NCc2ccc(Cl)cc2)c1[N+](=O)[O-]	-6	i	-1	20	7	1	0	-1	5
Cn1c(C(=O)N2CCCC2)cc2c(=O)n(C)c3ccccc3c21	4	i	-12	-4	-12	-2	-10	-1	-3
CC(C)C(=O)Nc1ccc(C(=O)NN2C(=O)c3ccccc3C2=O)cc1	9	i	-7	-14	5	-2	5	4	1
CCOC(=O)Nc1nnc(-c2ccccc2OC)s1	3	i	-1	-2	10	0	-3	-4	-5
COc1cccc(-n2c(-c3ccccc3)c[nH]c2=S)c1	0	i	-8	-2	16	0	9	-7	1
CCn1ncc(C2=NOC(C(=O)NCc3ccc(OC)cc3)C2)c1C (configuration not stated)	2	i	-3	-7	4	3	-1	1	-4
COC(=O)Cn1c(=O)c2c(nc3n2CCCN3Cc2ccccc2)n(C)c1=O	1	i	-3	-4	-1	-1	-8	-5	-4
COc1ccc(-n2nc(C(=O)NCC(=O)N3CCCCCC3)c3ccccc3c2=O)cc1OC	4	i	-3	-1	20	-3	-10	5	0
COc1ccc(OC)c(/C=N/NC(=S)NCCc2ccccc2)c1	3	x	-4	25	-2	3	-3	-2	16
COc1ccc2c(c1OC)C(=O)N1C2SC(C)(C)[C@H]1C(=O)NC1CCCC1 (some centres not stated)	0	i	-1	-4	13	0	1	26	-7
